HTRA1 inh – blocks human HTRA1 serine peptidase | recombinant HTRA1, FP-rhodamine activity-based probe, fluorescence polarization | 340,000 tested, 0.5% active | Q92743 | inhibition, % at 5.96 µM | AID 504803; in the data active means inhibition above about 36%;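 further: 0% = enzyme with DMSO and 100% = wells lacking enzyme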
NPR2 activator – GC-B (human) receptor activation. HEK293-GC-B cells, CNP EC30, cGMP TR-FRET; 0% at EC30 CNP, 100% saturating CNP. activation, % at 10 µM. 370,000 tested, 0.11% active;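 active means activation at 10 µM reaching about 35% in either raw or pattern-adjusted values, limit read from the data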
Target sequence (P20594 whole entry, looked up): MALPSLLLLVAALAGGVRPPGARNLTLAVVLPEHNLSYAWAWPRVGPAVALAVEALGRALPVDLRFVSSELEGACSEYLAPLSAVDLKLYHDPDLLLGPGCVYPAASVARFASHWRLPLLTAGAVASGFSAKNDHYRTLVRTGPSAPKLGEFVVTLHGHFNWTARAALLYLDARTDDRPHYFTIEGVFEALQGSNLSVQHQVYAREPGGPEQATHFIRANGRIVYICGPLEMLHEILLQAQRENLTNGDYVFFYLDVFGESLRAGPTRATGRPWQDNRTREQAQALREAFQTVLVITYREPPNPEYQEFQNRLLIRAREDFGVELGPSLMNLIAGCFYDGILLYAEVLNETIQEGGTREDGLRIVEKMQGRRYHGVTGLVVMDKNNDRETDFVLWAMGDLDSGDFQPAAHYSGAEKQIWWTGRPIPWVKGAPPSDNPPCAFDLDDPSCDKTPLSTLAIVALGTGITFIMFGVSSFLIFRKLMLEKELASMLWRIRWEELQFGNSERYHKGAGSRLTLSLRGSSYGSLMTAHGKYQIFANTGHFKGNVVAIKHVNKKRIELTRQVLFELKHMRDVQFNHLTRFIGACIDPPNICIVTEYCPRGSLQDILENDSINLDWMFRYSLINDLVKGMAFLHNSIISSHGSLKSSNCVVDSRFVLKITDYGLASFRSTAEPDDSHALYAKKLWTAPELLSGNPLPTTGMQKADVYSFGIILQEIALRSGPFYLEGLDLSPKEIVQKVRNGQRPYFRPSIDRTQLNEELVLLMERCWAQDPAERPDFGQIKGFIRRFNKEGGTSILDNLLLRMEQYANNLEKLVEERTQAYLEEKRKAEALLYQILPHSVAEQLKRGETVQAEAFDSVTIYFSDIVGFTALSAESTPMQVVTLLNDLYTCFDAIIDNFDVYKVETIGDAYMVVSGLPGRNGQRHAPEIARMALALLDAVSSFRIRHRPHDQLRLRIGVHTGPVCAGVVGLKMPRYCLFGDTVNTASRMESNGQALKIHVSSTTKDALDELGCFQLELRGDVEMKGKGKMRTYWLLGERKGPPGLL
TCR CD3 inh – inhibitors of human TCR-CD3 interaction; inhibition, % at 9.4 µM; 360,000 tested, 0.37% active; AID 651800; TAMRA-labeled TCR probe fluorescence, biochemical; in the data active means inhibition above about 19%;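 further: recombinant mutant TCR 2C K166C tagged with TAMRA read by polarization; 0% = receptor in buffer alone and 100% = receptor with positive control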
rCAG RNA binder – r(CAG) repeat RNA binding; inhibition, % at 3 µM; AID 651821; TO-PRO-1 dye displacement fluorescence; 370,000 tested, 1.3% active;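 active means inhibition above the plate cutoff, the mean of all test compounds on that plate plus 3 SD, cut at about 35% in these data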;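 further: 0% = DMSO alone and 100% = 100 µM mitoxantrone as full dye displacement; higher means more dye released from RNA so lower well fluorescence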
TDP2 absorb – TDP2 (human) inhibition, absorbance primary screen; recombinant TDP2, T5PNP hydrolysis, p-nitrophenol absorbance 415 nm; O95551; AID 720702; inhibition, % at 12.8 µM; 370,000 tested, 0.34% active;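 active means inhibition above the mean of all tested compounds plus 3 SD, set per campaign, cut at about 25% in these data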;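 further: 0% = DMSO with enzyme and 100% = buffer with substrate but no TDP2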
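Read-out basis: percent inhibition. System: recombinant human TDP2. Buffer or medium: Mg2+-containing Tris-HCl buffer, pH 7.5. Repeats: single replicate. Timing: reaction 2 h, 37 °C. Benchmarks: high control without enzyme, low control DMSO plus TDP2. Probe or stimulus: 5 mM T5PNP. Doses: 12.8 µM only. Measured by: epi absorbance of p-nitrophenol freed from T5PNP by hydrolysis.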
SIAE inh – inhibitors of human sialic acid acetylesterase SIAE. Q9HAT2. SIAE FP-Rh probe binding, fluorescence polarization. inhibition, % at 9.66 µM. 370,000 tested, 0.69% active;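 active means inhibition above a cutoff: mean of compounds within the control limits plus 3 SD of those, cut at about 17% in these data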;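 further: 0% = plate median of compound wells and 100% = probe without SIAE protein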
ABHD4 inh – inhibitors of mouse ABHD4. Q8VD66. purified mABHD4, FP-Rh probe fluorescence polarization. inhibition, % at 8.92 µM. 370,000 tested, 0.54% active. AID 720543;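 active means inhibition exceeding the mean over every tested compound plus 3 SD, cut at about 30% in these data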;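 further: 0% = plate median of compound wells and 100% = S159A mutant with DMSO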
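Test system: mABHD4 protein | Buffer or medium: HEPES pH 7.0 buffer, 150 mM NaCl, 0.01% Pluronic F-127 | Probe or stimulus: FP-Rh fluorescent activity-based probe, added after compound pre-incubation | Timing: Pre-incubation 45 min, probe exposure 60 min, at 25 °C | Technique: Fluorescence polarization, excitation 525 nm, emission 598 nm, BODIPY TMR filters | Repeats: Single well per compound (singlicate)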
PRMT1 inh – blocks human protein arginine methyltransferase 1. inhibition, % at 2.79 µM. 370,000 tested, 1.3% active. recombinant PRMT1, activity-based probe fluorescence polarization. Q99873;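 active means inhibition above about 21% made by adding two undisclosed values, limit read from the data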
MBD2 inh – MBD2-methylated oligo binding inhibition; Q9UBB5; TR-FRET, MBD2 binding to methylated oligonucleotide; inhibition, % at 4.4 µM; 370,000 tested, 0.31% active; AID 686964; in the data active means inhibition above about 13%
LEDGF integ inh – blocks HIV-1 LEDGF/p75-dependent DNA integration; AID 743269; 370,000 tested, 0.64% active; TR-FRET IN-LEDGF/p75 DNA integration, Eu/Cy5; inhibition, % at 3.7 µM;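 active means inhibition above the screen-wide mean plus 3 SD, cut at about 13% in these data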;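 further: signal is the Cy5 over europium emission ratio at 671 and 618 nm; 0% = plate median of compound wells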
Active calls of the source: *; nt = no result given. A portion of the library; the hit share may differ from the screen's.

#1 Cn1ncc(Cl)c1C(=O)Nc1cccc(Cl)c1
#2 C=CCOc1c(Br)cc(/C=C2\SC(=Nc3ccccc3)NC2=O)cc1OC
#3 CCOC(=O)N1CCN(C(=O)c2cc3n(n2)C(C(F)(F)F)CC(c2ccc4c(c2)OCO4)N3)CC1 (centres undefined)
#4 CCOC(=O)[C@H]1[C@H]2COc3ccc(Br)cc3[C@H]2N2C(=O)CN(CCc3c[nH]c4ccccc34)C(=O)[C@@]12C
#5 CCOc1ccc(NC(=O)c2ccc(N)cc2)cc1
#6 COc1ccc(NC(=O)C(NC(C)=O)C(=O)NCc2ccccc2)cc1 (centres undefined)
Screen / compound no.	1	2	3	4	5	6
HTRA1 inh	3	-22	3	-7	-6	6
NPR2 activator	-1	7	5	-13	-9	5
TCR CD3 inh	2	0	2	4	6	-3
rCAG RNA binder	-1	16	-12	12	2	-3
TDP2 absorb	-6	17	1	7	-4	8
SIAE inh	-3	-11	-2	1	-1	9
ABHD4 inh	1	-4	3	1	6	-1
PRMT1 inh	6	0	-5	1	-2	0
MBD2 inh	-7	-5	-6	-2	-7	-2
LEDGF integ inh	0	0	0	0	2	0

#7 Cc1ccsc1C(=O)N1CCC1(C)C(=O)NS(=O)(=O)c1ccc(C#N)cc1 (centres undefined)
#8 Cc1cc(NS(=O)(=O)c2ccc(NC(=O)CSc3nnc(-c4ccncc4)n3-c3ccccc3)cc2)nc(C)n1
#9 O=C1NC(=O)C2C3C=CC(C12)C1C(=O)NC(=O)C31 (centres undefined)
#10 CN(C(=O)Cc1c(C(=O)O)n(C)c2ccccc12)c1ccc(Cl)cc1
#11 Nc1nc(N)nc(-c2cc(O)ccc2O)n1
#12 CN1CCN(c2ccc(NC(=S)NC(=O)c3cccc4c(Cl)cccc34)cc2)CC1
Screen / compound no.	7	8	9	10	11	12
HTRA1 inh	nt	nt	nt	6	1	6
NPR2 activator	-4	3	-1	-2	2	-7
TCR CD3 inh	-4	nt	-2	0	-3	4
rCAG RNA binder	3	10	1	6	-2	3
TDP2 absorb	-4	-2	3	0	-3	0
SIAE inh	6	6	-1	8	9	6
ABHD4 inh	8	-2	-14	-1	5	6
PRMT1 inh	3	-1	7	0	3	0
MBD2 inh	5	-3	10	2	-3	1
LEDGF integ inh	0	-2	-4	3	0	-1

#13 Cc1ccc(NS(=O)(=O)c2cc([N+](=O)[O-])ccc2N/N=C/c2sc(N3CCOCC3)nc2-c2ccccc2)c(C)c1
#14 CCc1ccccc1NC(=O)CSc1nc2c(c(-c3ccco3)c1C#N)CCCC2
#15 COC(=O)C1=CN(C)C=C(C(=O)OC)C1c1ccc(Cl)cc1Cl
#16 CCN(CC(=O)Nc1c(F)cccc1F)C(=O)CSCC(=O)Nc1cccc(C)c1
#17 CC(C)CCN1CCC(N)=NC1=O
#18 COc1cccc(OC)c1C(=O)N1CCN(Cc2ccccc2C(F)(F)F)CC1
Screen / compound no.	13	14	15	16	17	18
HTRA1 inh	6	6	4	4	-4	4
NPR2 activator	-2	1	4	-3	-2	4
TCR CD3 inh	-1	3	2	8	5	-11
rCAG RNA binder	0	0	0	0	-1	-11
TDP2 absorb	-7	6	-9	-23	11	3
SIAE inh	-5	2	-7	-14	-4	-5
ABHD4 inh	-4	3	2	-6	-2	8
PRMT1 inh	0	1	-1	-2	-1	0
MBD2 inh	-2	4	-1	2	-1	6
LEDGF integ inh	-2	-1	3	6	-3	3

#19 Cc1ccc(NC(=O)C2CCN(S(=O)(=O)c3cccc4cccnc34)CC2)nc1
#20 O=[N+]([O-])c1ccc(Cl)c2c1C1C=CCC1C(c1ccccn1)N2 (centres undefined)
#21 O=C(Cc1ccc(Br)c2ccccc12)N/N=C/c1ccccn1
#22 C=CCOc1ccc(C2NC(=O)c3ccccc3O2)cc1OC (centres undefined)
#23 S=C(Nc1ccc(Cl)cc1Cl)N1CCCCC1
#24 Cc1cc(CN(C)C)c(O)c(C2(C)CCCCC2)c1
Screen / compound no.	19	20	21	22	23	24
HTRA1 inh	-2	60*	-7	8	8	1
NPR2 activator	-9	-5	-3	-6	2	0
TCR CD3 inh	3	3	-4	0	6	2
rCAG RNA binder	-2	33	0	0	-4	0
TDP2 absorb	-10	0	8	-1	-6	7
SIAE inh	-2	12	0	1	-1	1
ABHD4 inh	-5	43*	-2	-6	-6	3
PRMT1 inh	14	14	0	4	-5	0
MBD2 inh	5	-1	0	7	-3	2
LEDGF integ inh	0	5	-1	1	2	4

Compounds 18 to 21, reprinted for reference:
#18 COc1cccc(OC)c1C(=O)N1CCN(Cc2ccccc2C(F)(F)F)CC1
#19 Cc1ccc(NC(=O)C2CCN(S(=O)(=O)c3cccc4cccnc34)CC2)nc1
#20 O=[N+]([O-])c1ccc(Cl)c2c1C1C=CCC1C(c1ccccn1)N2 (centres undefined)
#21 O=C(Cc1ccc(Br)c2ccccc12)N/N=C/c1ccccn1
Screen / compound no.	18	19	20	21
HTRA1 inh	4	-2	60*	-7
NPR2 activator	4	-9	-5	-3
TCR CD3 inh	-11	3	3	-4
rCAG RNA binder	-11	-2	33	0
TDP2 absorb	3	-10	0	8
SIAE inh	-5	-2	12	0
ABHD4 inh	8	-5	43*	-2
PRMT1 inh	0	14	14	0
MBD2 inh	6	5	-1	0
LEDGF integ inh	3	0	5	-1

Next part
#25 Cc1ccc2ccc(C(Nc3cccc(C(F)(F)F)c3)c3cccnc3)c(O)c2n1 (centres undefined)
#26 O=C1CCOc2cc(OCc3ccccc3)ccc21
#27 Cc1csc(SCC(=O)NC(=O)Cc2ccccc2)n1
#28 CCc1nc2ccc(C(=O)N3CCN(C(C)=O)CC3)cn2c1N(C=O)Cc1ccc(OC)cc1
#29 Cc1cccc(C)c1NC(=O)c1ccc([N+](=O)[O-])s1
#30 COC(=O)C[C@H]1CC[C@H]2[C@H](COc3ccc(NC(=O)c4ccccc4F)cc3C(=O)N2C)O1
Screen / compound no.	25	26	27	28	29	30
HTRA1 inh	54*	-6	5	nt	-5	nt
NPR2 activator	0	-1	3	-6	9	9
TCR CD3 inh	-1	-12	2	13	-8	nt
rCAG RNA binder	1	-3	-1	-1	1	1
TDP2 absorb	-2	2	-7	10	2	3
SIAE inh	4	-5	8	3	-5	-4
ABHD4 inh	4	-5	-2	-2	7	1
PRMT1 inh	5	2	0	-4	3	1
MBD2 inh	-7	-4	1	-5	5	4
LEDGF integ inh	-7	3	4	5	-4	-1

#31 COc1cc2c(cc1OC)CN(C(=O)CCOc1ccccc1)CC2
#32 C=CCNC(=S)Nc1cccc(N)c1
#33 CCOc1ccc(Br)cc1S(=O)(=O)Nc1ccc(NC(=O)c2ccccc2C)cc1
#34 O=C(Nc1ccc(F)cc1)c1cc2ccccc2o1
#35 CCCCn1c(=O)[nH]c(=O)c2c1nc(CN(C)Cc1cccc(OC)c1OC)n2CCC
#36 C#Cc1ccc([C@@H]2C=C(C(=O)Nc3ccccc3)O[C@H](OCC)[C@H]2CCCO)cc1
Screen / compound no.	31	32	33	34	35	36
HTRA1 inh	-2	-3	-2	-13	4	-26
NPR2 activator	-2	5	2	-2	2	0
TCR CD3 inh	2	-1	-10	-4	-2	0
rCAG RNA binder	3	1	-5	-2	-3	5
TDP2 absorb	9	3	-4	-9	3	-12
SIAE inh	9	3	-6	-4	-12	-16
ABHD4 inh	5	0	7	-7	12	-16
PRMT1 inh	-2	-2	1	1	6	1
MBD2 inh	3	1	1	3	2	0
LEDGF integ inh	1	3	0	-6	-2	1

#37 CN(C)C(=O)Cn1cnc2c(cnn2-c2ccccc2Cl)c1=O
#38 Cc1ccc(SCC(=O)OC(C)C(=O)NC2CCCCC2C)c(C)c1 (centres undefined)
#39 Cc1cccc(NC(=O)/C(C#N)=C\c2cn(CC(=O)O)c3ccccc23)c1
#40 CCCCNC(=O)CCc1nc2cccnc2n1Cc1ccccc1
#41 OC1CCCN(CC(O)c2ccccc2)C1 (centres undefined)
#42 Cc1oc2c(C)c3oc(=O)c(CCC(=O)NCCN4CCOCC4)c(C)c3cc2c1C
Screen / compound no.	37	38	39	40	41	42
HTRA1 inh	-4	-6	-4	2	-3	6
NPR2 activator	2	-1	4	3	0	8
TCR CD3 inh	-1	5	-6	2	6	5
rCAG RNA binder	-1	-1	2	-8	1	-3
TDP2 absorb	7	-3	2	-1	-18	-8
SIAE inh	4	-1	-2	-4	-2	-5
ABHD4 inh	5	-4	-3	-1	4	-3
PRMT1 inh	0	-3	3	3	-3	-4
MBD2 inh	0	2	-2	7	3	2
LEDGF integ inh	3	3	-3	-2	4	2

Printed as active in ABHD4 inh (from the list above):
no. | canonical_smiles | HTRA1 inh | NPR2 activator | TCR CD3 inh | TDP2 absorb | SIAE inh | ABHD4 inh | PRMT1 inh | MBD2 inh | LEDGF integ inh
20 | O=[N+]([O-])c1ccc(Cl)c2c1C1C=CCC1C(c1ccccn1)N2 (centres undefined) | 60* | -5 | 3 | 0 | 12 | 43* | 14 | -1 | 5

The list continues.
#43 COc1ccc2sc(-c3ccc(N(C)C)cc3)c(C#CCO)c2c1
#44 CCOC(=O)Cc1nc(-c2cccc(C(F)(F)F)c2)no1
#45 O=C(CSc1nc2ccccc2c(=O)[nH]1)N1CCCCC1
#46 CC1(C)CC(=O)C=C(Nc2cccc(Cl)c2Cl)C1
#47 FC(F)(F)COc1nc(N2CCOCC2)nc(N(c2ccccc2)c2ccccc2)n1
#48 COc1cc(CN(C)CCc2ccccc2)ccc1OCc1ccccc1
#49 CCOC(Cn1cc(C)c(=O)[nH]c1=O)OCC
Screen / compound no.	43	44	45	46	47	48	49
HTRA1 inh	33	-4	6	2	-10	-6	4
NPR2 activator	-3	-2	3	3	-8	-7	1
TCR CD3 inh	5	-6	-8	-2	11	0	-1
rCAG RNA binder	16	-4	3	0	-6	-10	0
TDP2 absorb	-10	-1	1	7	-17	-4	-11
SIAE inh	8	-7	1	-4	-1	-13	-10
ABHD4 inh	12	-3	1	-3	-4	6	-11
PRMT1 inh	0	-3	-7	-1	-4	-1	6
MBD2 inh	3	1	1	-1	-7	1	-1
LEDGF integ inh	-1	-2	3	-2	2	0	2
